m5-HT2A agonist: activates the mouse 5-HT2A serotonin receptor; activation, % at 7.6 µM; 0.66% of 360,000 active; P35363; CHO-K1 mHTR2A beta-arrestin complementation, luminescence; percent of 30 µM serotonin response;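 active = activation above a run cutoff, the mean activation of all tested compounds plus 3 SD, cut at about 14% in these data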;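 also: 0% = plate median of compound wells and 100% = 30 µM serotonin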
Target sequence (P35363 whole entry, looked up): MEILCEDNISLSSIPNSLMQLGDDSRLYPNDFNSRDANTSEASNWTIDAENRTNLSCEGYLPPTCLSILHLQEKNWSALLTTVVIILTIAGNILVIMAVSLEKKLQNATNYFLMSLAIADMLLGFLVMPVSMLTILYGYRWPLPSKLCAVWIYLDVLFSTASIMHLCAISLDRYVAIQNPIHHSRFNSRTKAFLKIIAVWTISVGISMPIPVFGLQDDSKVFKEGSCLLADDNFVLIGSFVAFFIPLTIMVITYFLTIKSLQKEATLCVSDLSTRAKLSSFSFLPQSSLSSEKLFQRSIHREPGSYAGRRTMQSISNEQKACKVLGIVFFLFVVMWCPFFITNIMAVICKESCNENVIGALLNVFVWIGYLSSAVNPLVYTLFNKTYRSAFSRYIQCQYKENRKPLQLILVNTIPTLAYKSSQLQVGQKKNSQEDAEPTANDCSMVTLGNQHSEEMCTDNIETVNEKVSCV
H9c2 protect: protects H9c2 cardiomyocytes from peroxide injury | H2O2 injury protection, ATPLite, 2 h | protection from H2O2 cell death, % at 20 µM | 0.63% of 360,000 active | AID 588492;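 active = compounds giving at least 50% protection of heart cells from peroxide-induced death in the single-dose screen, raw or plate-pattern-corrected value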;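 also: 0% = DMSO wells with peroxide and 100% = DMSO wells without peroxide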
iPSC survival up: hiPSC single-cell survival enhancement. 0.044% of 360,000 active. survival enhancement, % at 20 µM. ATPlite luminescence; 100% = ROCK inhibitor wells, 0% = DMSO; in the data active = survival enhancement above about 18%;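 also: cells exposed to compounds for 16 hours before the ATP read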
aDG glyco act: alpha-DG glycosylation activation | Pro5-aDG cells, alpha-DG glycosylation AlphaScreen (IIH6); 0% Pro5, 100% B10-LARGE cell signal | activation, % at 10 µM | 0.22% of 360,000 active | AID 624168;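 active = activation of at least 8% versus controls, or a plate z-score of at least 8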;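 also: Pro5 are CHO cells carrying HIG-tagged alpha-DG that lacks glycosylation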
ABHD5 PLIN5 PPI: inhibitors of human ABHD5-perilipin-5 interaction; Q00G26+Q8WTS1; Split G. princeps luciferase complementation, luminescence, 4 h; inhibition, % at 4 µM; 0.78% of 360,000 active;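 active = inhibition above the mean inhibition across every tested compound plus 3 SD, cut at about 22% in these data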;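 also: 0% = DMSO only wells and the 100% control is not disclosed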
MC4R antagonist: antagonists of human melanocortin 4 receptor (MC4R). P32245. MC4R-expressing cells, MTII-stimulated cAMP, LANCE TR-FRET. inhibition, % at 6.5 µM. 0.48% of 360,000 active;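 active = inhibition above its plate's cutoff, the mean of tested wells on that plate plus 3 SD, cut at about 29% in these data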;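 also: 0% = Melanotan II alone and 100% = Melanotan II plus saturating MCL0020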
Target sequence (P32245 whole entry, looked up): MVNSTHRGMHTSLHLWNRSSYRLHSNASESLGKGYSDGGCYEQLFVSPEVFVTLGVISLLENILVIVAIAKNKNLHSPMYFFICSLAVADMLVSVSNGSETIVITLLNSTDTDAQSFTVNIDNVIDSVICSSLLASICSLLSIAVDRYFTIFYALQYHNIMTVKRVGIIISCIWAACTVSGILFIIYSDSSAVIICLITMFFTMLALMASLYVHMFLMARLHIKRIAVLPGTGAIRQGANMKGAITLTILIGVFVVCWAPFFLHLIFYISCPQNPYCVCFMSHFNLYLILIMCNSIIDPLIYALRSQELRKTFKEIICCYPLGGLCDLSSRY
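System – human MC4R-expressing U2OS cells · Also added – Melanotan II · Dosing – one concentration, 6.5 µM nominal · Timing – 30-min compound, 1-h challenge, 1-h detection, room temperature · Measured by – Eu-cAMP/anti-cAMP TR-FRET, emission 671 nm · Replicates – singlicate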
MC4R ag barr: human MC4R agonism via beta-arrestin; P32245; U2OS MC4R beta-arrestin complementation, luminescence; percent of melanotan II response, DMSO zero; activation, % at 8.9 µM; 0.98% of 360,000 active; AID 540308;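 active = activation above a per-plate cutoff, the mean activation of sample wells on that plate plus 3 SD, cut at about 8% in these data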
N-glyco inh: N-linked glycosylation inhibition; D54 ERlucT glycosylation luciferase reporter, 24 h; percent of 100 nM tunicamycin response; reporter increase, % at 12.5 µM; 0.23% of 360,000 active; AID 588692;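 active = mean luciferase reporter signal, scaled so untreated is 0 and the glycosylation-blocking control 100, at or above a set limit in every replicate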;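 also: luciferase carries N-glycosylation sites so blocking glycosylation raises the light; 0% = median of neutral control wells and 100% = median of 100 nM tunicamycin wells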
Exocytosis inh: lytic granule exocytosis inhibition | TALL-104 LAMP-1 surface exposure, flow cytometry; cells stimulated with thapsigargin and PMA | inhibition, % at 10 µM | 0.66% of 360,000 active | AID 651702;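 active = inhibition above about 55%, limit read from the data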
ABCB6 inh MLPCN: blocks the human ABCB6 transporter | 0.19% of 360,000 active | Q9NP58 | K562-ABCB6 porphyrin accumulation, flow cytometry, 1 h; stronger effect = lower value | fluorescence ratio to DMSO, % at 10 µM;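 active = fluorescence ratio to DMSO below 75%, the collection mean minus 3 SD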;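 also: signal is porphyrin accumulated inside mitochondria; 100% equals median channel fluorescence of DMSO control wells; lower ratio means ABCB6 inhibition with less porphyrin fluorescence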
The depositor's hits bear a star; . = no result given. Rows are unselected. Share with any hit: about 4.5%.

SMILES	m5-HT2A agonist	H9c2 protect	iPSC survival up	aDG glyco act	ABHD5 PLIN5 PPI	MC4R antagonist	MC4R ag barr	N-glyco inh	Exocytosis inh	ABCB6 inh MLPCN
CCCCn1c(N)c(N(CCOC)C(=O)C2CCN(C(=O)c3ccc(Cl)cc3)CC2)c(=O)[nH]c1=O	-6	0	-0.4	0.3	3	12	2.2	1	-2	98
Cc1nn(C)c(Oc2ccccc2)c1CCNS(=O)(=O)c1ccc(Cl)cc1	0	-5	-0.8	0.4	-1	-6	1.2	-2	2	92
CNC[C@H]1OCc2ccccc2-c2ccccc2C(=O)N([C@@H](C)CO)C[C@H]1C	3	4	-1.7	0.2	14	8	0.4	-3	-3	101
N#CCC(=O)Nc1ccc(C(=O)N2CCN(S(=O)(=O)c3ccc4ccccc4c3)CC2)cc1	3	1	-0.7	0.0	3	7	-0.8	1	5	98
O=C1CC2(CCCCC2)Oc2ccc(Cl)cc21	4	-1	-1.9	-0.1	14	4	-0.6	3	14	97
O=C(CSc1nnc(Cc2cccs2)n1Cc1ccco1)Nc1cccc(Cl)c1	2	-7	2.7	1.0	7	7	0.9	-3	-4	92
COc1ccc(C(C)=O)cc1CC(=O)Nc1ccccc1-c1ccccc1	2	5	-0.3	-0.1	1	15	-1.8	-4	14	96
COc1ccccc1-c1cc(C(=O)NCCCN2CCOCC2)no1	-5	-1	-0.3	0.0	2	5	-2.5	1	10	78
COc1ccc(Br)cc1CN1CCN(C(=O)c2ccc(F)cc2)CC1	-4	2	0.3	0.7	0	3	-3.9	0	6	97
O=c1oc2ccccc2cc1-c1nnc(-c2cccc(Br)c2)o1	7	4	0.1	-0.1	14	-1	5.0	-2	-1	90
COCCNC(=O)C(c1ccccc1C)N(C(=O)Cn1nnc2ccccc21)c1cccnc1 (stereo not drawn)	-4	1	0.8	0.1	-10	3	-2.5	1	4	96
COc1cccc(C(NC(C)=O)c2nc(-c3ccc(C)c(C)c3)cs2)c1 (stereo not drawn)	-1	-8	4.2	1.1	-2	5	0.2	-2	2	96
CCCOc1ccc(F)cc1-c1cc(C(=O)NCc2ccccc2OC)[nH]n1	1	3	-0.6	1.3	11	1	0.1	-3	1	96
Cc1ccccc1CNC(=O)c1csc([C@@H]2C[C@H](O)[C@@H](CO)O2)n1	-2	9	3.3	0.1	-1	4	2.2	2	1	98
C[C@@H](C(=O)OCC(=O)c1ccccc1)N1C(=O)C2CCCCC2C1=O (stereo partly drawn)	4	1	0.2	0.1	-10	4	-1.1	1	0	102
CC1CC(C)CN(C(=O)COC(=O)c2nccnc2N)C1 (stereo not drawn)	2	0	0.1	0.2	2	-3	-1.8	3	-1	91
CC(=O)N/C(=C\c1ccc(Br)s1)C(=O)O	-2	-9	0.3	0.1	0	-7	-3.6	2	2	99
CC1(C)CCC(=O)c2ccccc21	1	-3	5.1	0.0	0	-1	-0.3	-1	30	100
COCCNC(=S)N(CCc1c(C)[nH]c2ccc(C)cc12)Cc1cccnc1	-9	1	-0.3	0.2	-5	1	-1.0	2	-6	94
Cc1ccc(S(=O)(=O)NC(=O)C2(C)CCN2C(=O)Cc2ccc(Cl)cc2Cl)cc1 (stereo not drawn)	5	-7	3.6	0.2	2	7	-1.1	2	-4	120
COc1ccc(OC)c(NC(=O)COC(=O)COc2c(Cl)cc(Cl)c3ccc(C)nc23)c1	2	1	-0.9	0.0	-2	4	-2.6	1	6	96
COc1ccc(S(=O)(=O)N2CCC(C(=O)NCCC3=CCCCC3)CC2)cc1C	-5	-2	0.8	0.5	-7	14	-0.5	0	2	93
Cc1ccc(C)c(S(=O)(=O)NCCOC(=O)Nc2sc(=S)n(C)c2C)c1	11	-4	-1.2	0.0	0	14	-0.8	1	-4	101
COc1ccc(-c2noc(=O)[nH]2)cc1	-2	4	2.5	0.2	-4	17	1.9	3	-2	106
Cc1c(C(=O)OCc2nc3scc(-c4ccccc4)c3c(=O)[nH]2)cccc1[N+](=O)[O-]	1	-14	-2.1	0.2	7	3	0.1	0	2	93
COc1ccc(CNC(=O)C2CCN(S(=O)(=O)c3ccccc3)CC2)cc1	1	-3	0.7	0.2	1	-7	5.2	.	14	102
CC1CC(C)CN(CC(=O)N2CCOCC2)C1 (stereo not drawn)	5	-2	-0.7	-0.1	-1	12	1.5	0	-1	103
Cc1ccc(/C=C2\SC(=S)N(c3cccnc3)C2=O)o1	1	-1	-0.4	-0.2	7	3	-3.7	-2	7	99
O=C(c1ccco1)c1cn(CC(=O)N2CCCc3ccccc32)c2ccccc12	-3	-10	-0.1	0.3	11	8	-2.1	1	-3	110
O=C(CN1CCCCCC1)Nc1ccccc1Oc1ccccc1	-3	-10	0.3	0.6	-4	-2	1.9	-6	-2	98

Another view of some results above:
| SMILES | m5-HT2A agonist | H9c2 protect | iPSC survival up | aDG glyco act | ABHD5 PLIN5 PPI | MC4R antagonist | MC4R ag barr | N-glyco inh | Exocytosis inh | ABCB6 inh MLPCN |
| --- | --- | --- | --- | --- | --- | --- | --- | --- | --- | --- |
| Cc1ccc(S(=O)(=O)NC(=O)C2(C)CCN2C(=O)Cc2ccc(Cl)cc2Cl)cc1 (stereo not drawn) | 5 | -7 | 3.6 | 0.2 | 2 | 7 | -1.1 | 2 | -4 | 120 |
| COc1ccc(OC)c(NC(=O)COC(=O)COc2c(Cl)cc(Cl)c3ccc(C)nc23)c1 | 2 | 1 | -0.9 | 0.0 | -2 | 4 | -2.6 | 1 | 6 | 96 |
| COc1ccc(S(=O)(=O)N2CCC(C(=O)NCCC3=CCCCC3)CC2)cc1C | -5 | -2 | 0.8 | 0.5 | -7 | 14 | -0.5 | 0 | 2 | 93 |
| Cc1ccc(C)c(S(=O)(=O)NCCOC(=O)Nc2sc(=S)n(C)c2C)c1 | 11 | -4 | -1.2 | 0.0 | 0 | 14 | -0.8 | 1 | -4 | 101 |
| COc1ccc(-c2noc(=O)[nH]2)cc1 | -2 | 4 | 2.5 | 0.2 | -4 | 17 | 1.9 | 3 | -2 | 106 |
| Cc1c(C(=O)OCc2nc3scc(-c4ccccc4)c3c(=O)[nH]2)cccc1[N+](=O)[O-] | 1 | -14 | -2.1 | 0.2 | 7 | 3 | 0.1 | 0 | 2 | 93 |
| COc1ccc(CNC(=O)C2CCN(S(=O)(=O)c3ccccc3)CC2)cc1 | 1 | -3 | 0.7 | 0.2 | 1 | -7 | 5.2 | . | 14 | 102 |
| CC1CC(C)CN(CC(=O)N2CCOCC2)C1 (stereo not drawn) | 5 | -2 | -0.7 | -0.1 | -1 | 12 | 1.5 | 0 | -1 | 103 |
| Cc1ccc(/C=C2\SC(=S)N(c3cccnc3)C2=O)o1 | 1 | -1 | -0.4 | -0.2 | 7 | 3 | -3.7 | -2 | 7 | 99 |

More records.
SMILES	m5-HT2A agonist	H9c2 protect	iPSC survival up	aDG glyco act	ABHD5 PLIN5 PPI	MC4R antagonist	MC4R ag barr	N-glyco inh	Exocytosis inh	ABCB6 inh MLPCN
COc1ccc(NC(=O)c2cccc3c(-c4cccnc4)coc23)cc1	3	5	4.8	0.2	0	3	7.3	2	0	94
COc1cccc(/C=N/NC(=O)CNC(=O)c2ccncc2)c1O	-5	60*	0.1	0.0	9	-3	0.3	-4	10	103
COCCCNC(=O)c1ccc2nc(Cc3ccc(OC)cc3)oc2c1	-3	-9	-0.6	0.0	5	5	-1.1	-3	-4	103
COC(=O)C1CCCN1S(=O)(=O)c1ccc([N+](=O)[O-])cc1 (stereo not drawn)	6	-3	-0.8	0.1	-15	6	-0.8	5	6	106
CCc1nnc(NS(=O)(=O)c2ccc(NC(=O)c3ccccc3)cc2)s1	0	6	-0.1	-0.1	0	7	0.6	0	-4	102
O=C(NCc1cccc2ccsc12)c1cccs1	2	2	-1.1	0.6	2	17	-0.5	4	7	99
NC(=O)C1CCN(C(=O)c2cc3ccccc3cc2O)CC1	0	1	-0.5	0.5	-16	2	-3.3	4	-7	102
Cc1ccc(CNC(=O)c2ccc(NS(=O)(=O)c3cccs3)cc2)cc1	2	-1	-0.2	-0.1	-18	16	0.7	-3	-6	100
c1csc(-c2csc3nc(CN4CCOCC4)nc(NCc4ccc5c(c4)OCO5)c23)c1	-1	47	-1.1	0.0	4	-3	-1.7	-8	0	80
CN(C)C(C(=O)Nc1cc(Cl)cc(Cl)c1)c1ccccc1 (stereo not drawn)	-4	-9	0.0	0.4	0	7	0.0	0	4	95
COc1ccc(-n2c(C)cc(/C=C3\C(=O)NN(c4ccccc4)C3=O)c2C)cc1	0	-6	-1.8	-0.1	3	-6	-2.1	-2	-1	99
Cc1cccnc1NC(=O)C(C)N1C(=O)c2ccccc2C1=O (stereo not drawn)	-2	3	2.0	0.0	2	31*	1.2	2	3	97
O=S(=O)(/N=C(\Sc1ccccc1)c1ccccc1)c1ccc(Cl)cc1	0	43	3.1	0.2	-6	6	1.3	2	13	99
COc1ccc(S(=O)(=O)N(C)C[C@H]2Oc3ccc(NC(=O)Cc4ccccc4)cc3C(=O)N([C@H](C)CO)C[C@@H]2C)cc1	-1	7	0.8	-0.3	6	-3	-1.5	0	-8	91
O=C(CCNC(=O)c1ccc(Cl)cc1)NCCC1=CCCCC1	4	-1	1.3	0.2	10	-1	1.1	1	0	96
Cc1ccc(S(=O)(=O)NCc2ccccc2)cc1C(=O)N1CCN(S(=O)(=O)c2ccccc2F)CC1	-2	8	-4.4	0.1	-7	0	-2.1	0	-1	96
CC(OC(=O)Cc1c(F)cccc1Cl)C(=O)NCCC1=CCCCC1 (stereo not drawn)	-6	-10	-3.3	0.3	5	11	1.1	2	-13	104
C=CCN(C(C(=O)OC)C(C)C)S(=O)(=O)CCNCc1ccccc1 (stereo not drawn)	-3	0	-2.8	0.2	-2	-2	0.3	-2	-4	95
Cc1ccnn1CC(=O)N/N=C/c1c[nH]c2ccccc12	1	0	0.5	0.0	3	6	-1.9	2	-9	97
O=S(=O)(CCNCCc1ccccc1)NC1CCCCC1	-6	3	-1.7	0.0	2	-3	0.1	-2	-3	95
CCCCCC(=O)N1C[C@H](n2cc(-c3ccc(F)cc3)nn2)[C@@H](O)C[C@@H]1c1ccc(C)cc1	23*	-12	-2.1	0.7	-6	10	2.6	0	2	97
COc1ccc(-c2ccc3oc(-c4ccc(OC)cc4)c(C#CCO)c3c2)cc1	-1	-19	-3.2	1.2	-6	14	18*	-10	-4	101
COc1cccc(C(=O)Nc2nnc(S(=O)(=O)N(C)c3ccccc3)s2)c1	5	-4	-0.2	-0.2	3	1	-0.1	3	13	76
COc1ccc(CCNC(=O)c2cc(S(=O)(=O)N(C)C)ccc2N2CCCC2)cc1	0	3	0.0	0.1	3	8	0.1	1	19	99
Cc1cccc(C(=O)NNC2=C(C(=O)C(F)(F)F)CCC2)c1O	-7	-25	-2.0	0.3	-13	3	-3.6	5	17	103
CC1CCN(c2ccc([N+](=O)[O-])c(SCCO)c2)CC1	-8	-1	-0.5	0.0	-1	2	-0.6	-1	4	92
COc1ccc(/C=C2/SC(=S)N(NS(=O)(=O)c3ccc(C)cc3)C2=O)cc1	0	-6	0.9	0.0	-6	-2	-1.8	0	-25	77
CCCC(=O)N(CCN1CCOCC1)c1nc2c(OCC)cccc2s1	5	15	-0.1	-0.1	-4	10	0.0	1	5	103
Cc1cc(=O)oc2cc(OCC(=O)N3CCC(O)CC3)c(Cl)cc12	0	3	0.4	0.2	1	5	-0.2	0	-2	101

Screens from PubChem.
